Screening data as filed in PubChem BioAssay.
mIAP activ: increases mouse intestinal alkaline phosphatase activity. 0.24% of 330,000 active. activation factor at 10 µM. muIAP, CDP-Star luminescence, 30 min; hits give high values; 1 = vehicle-only enzyme signal, 0 = enzyme-free wells;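 active means activation factor of at least 2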; further: the source names both 10 and 20 µM as test concentration; values of inactives mirror those of a sister screen read the other way
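Assay system: mouse IAP enzyme / Compound: DMSO-dissolved test compounds / Timing: 30 min, room temperature / Measured by: luminescence from enzymatic CDP-Star hydrolysis / Control set: DMSO-only wells, enzyme-free buffer wells as negative control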
hIAP act: increases human intestinal alkaline phosphatase activity | P09923 | purified human IAP, CDP-Star luminescence, 30 min; hits give high values; 1 = vehicle-only enzyme, 0 = enzyme-free background | activation factor at 10 µM | 0.16% of 330,000 active | AID 2524;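 active means activation factor of the enzyme at least 2-fold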; further: the source names both 10 and 20 µM as test concentration; values of inactives mirror those of a sister screen read the other way
Target sequence (P09923 whole entry, looked up): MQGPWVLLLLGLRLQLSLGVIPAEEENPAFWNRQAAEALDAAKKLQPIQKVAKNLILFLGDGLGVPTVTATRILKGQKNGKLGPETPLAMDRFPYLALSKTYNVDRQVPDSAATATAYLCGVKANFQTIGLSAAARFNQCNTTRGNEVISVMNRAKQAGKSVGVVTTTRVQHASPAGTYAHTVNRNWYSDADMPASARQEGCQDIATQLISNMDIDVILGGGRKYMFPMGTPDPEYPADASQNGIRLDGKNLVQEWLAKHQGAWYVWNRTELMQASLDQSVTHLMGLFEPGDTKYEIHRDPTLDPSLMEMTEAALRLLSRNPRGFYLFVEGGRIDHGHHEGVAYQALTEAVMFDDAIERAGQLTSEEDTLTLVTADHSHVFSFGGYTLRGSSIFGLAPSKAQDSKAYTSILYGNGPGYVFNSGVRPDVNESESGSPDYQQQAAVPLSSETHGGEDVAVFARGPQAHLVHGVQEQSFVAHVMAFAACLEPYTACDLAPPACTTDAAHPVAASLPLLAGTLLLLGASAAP
NLRP3 yeast inh: blocks the NALP3 inflammasome reconstituted in yeast | Yeast reconstituted NLRP3/ASC/caspase-1, beta-gal luminescence, 24 h | inhibition, % at 10 µM | 0.39% of 330,000 active;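 active means inhibition of 50% or more; inactive means inhibition below 50%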;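 further: plate controls were induced DMSO wells for no effect and uninduced yeast grown without galactose for full effect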
beta cell repl: MIN6 beta-cell proliferation induction; MIN6 cells proliferation, ATPlite luminescence, 48 h; cells starved in 0.2% serum; 100% = growth in 10% serum; proliferation, % at 10 µM; AID 2380; 0.29% of 330,000 active;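 active means compounds whose signal lies at least 3.5 SD above the mean of all wells on their plate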;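 further: 0% = DMSO-treated cells in low-serum medium and 100% = 10% serum control; some compounds called inactive have numbers as strong as hits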
mIAP inh: blocks mouse intestinal alkaline phosphatase; AID 2806; purified mouse IAP, CDP-Star luminescence, 30 min; 0.2% of 330,000 active; inhibition, % at 10 µM;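 active means inhibition of at least 40% at 10 µM in the primary screen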;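 further: plate controls were DMSO with enzyme for no effect and no enzyme wells for full effect; values of inactives mirror those of a sister screen read the other way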
SENP1 inh: inhibitors of human SENP1 SUMO protease catalytic domain; Q9P0U3; recombinant SENP1 catalytic domain, CyPet-SUMO1-YPet FRET cleavage; inhibition, % at 10 µM; 0.21% of 360,000 active;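 active means inhibition at least 30% at 10 µM, raw YFP signal under a set limit, fluorescence ratio 0.5 to 1.5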;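 further: 0% = enzyme with DMSO and 100% = no enzyme wells; some results filed as inactive read as strong as hits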
Target sequence (Q9P0U3 419-644 limits assumed): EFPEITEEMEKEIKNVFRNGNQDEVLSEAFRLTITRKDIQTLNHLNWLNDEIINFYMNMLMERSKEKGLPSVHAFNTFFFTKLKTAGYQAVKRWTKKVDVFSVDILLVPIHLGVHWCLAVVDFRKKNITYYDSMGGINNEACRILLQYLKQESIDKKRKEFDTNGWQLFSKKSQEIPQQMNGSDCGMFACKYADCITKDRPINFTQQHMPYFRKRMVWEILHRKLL
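Test system: human SENP1 catalytic domain; medium: Tris pH 8 buffer plus EDTA, NaCl, BME, BSA, NP40, catalase; incubation: 50 min reaction at room temperature; technique: FRET, CFP and YFP emission; controls: no-enzyme low control and enzyme-plus-DMSO high control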
APOBEC3A inh: blocks human APOBEC3A ssDNA deamination; recombinant A3A, FAM/TAMRA ssDNA deamination fluorescence; AID 493011; 0.41% of 330,000 active; P31941; inhibition, % at 20 µM;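 active means at least 40% inhibition at 20 µM here, with at most 30% in a related deaminase screen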;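 further: plate controls were A3A with DMSO for no effect and wells lacking A3A enzyme for full effect; some results filed as inactive read as strong as hits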
Target sequence (P31941 whole entry, looked up): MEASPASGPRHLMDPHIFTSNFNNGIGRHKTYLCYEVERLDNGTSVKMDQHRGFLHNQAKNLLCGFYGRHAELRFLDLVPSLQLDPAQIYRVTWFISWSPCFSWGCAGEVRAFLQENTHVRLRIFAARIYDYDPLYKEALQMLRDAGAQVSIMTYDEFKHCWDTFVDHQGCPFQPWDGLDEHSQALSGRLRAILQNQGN
hIAP inh: blocks human intestinal alkaline phosphatase | P09923 | purified IAP, CDP-Star luminescence, 30 min | inhibition, % at 10 µM | 0.12% of 330,000 active | AID 2544;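 active means inhibition reaching a set limit with compound at 10 µM in the primary screen, cut at about 35% in these data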;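 further: plate controls were DMSO wells with enzyme for no effect and no-enzyme buffer wells for full effect; values of inactives mirror those of a sister screen read the other way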
A3G deaminase: inhibitors of human APOBEC3G DNA deaminase; Q9HC16; recombinant A3G, ssDNA deamination FAM/TAMRA fluorescence; AID 493012; 0.28% of 330,000 active; inhibition, % at 20 µM;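 active means inhibition of at least 40% at 20 µM, with no more than 30% in the related APOBEC3A deaminase screen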;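 further: plate controls were DMSO wells with A3G for no effect and wells lacking A3G enzyme for full effect; some compounds called inactive have numbers as strong as hits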
An asterisk follows results filed as active. A portion of the library; count on the stated rates, not on these rows.

`Cn1ccnc1Sc1ccccc1[N+](=O)[O-]` gave mIAP activ 1, hIAP act 1.1, NLRP3 yeast inh 10, beta cell repl 3, mIAP inh -1, SENP1 inh -1, APOBEC3A inh 0, hIAP inh -6 and A3G deaminase -3.
O=C(NCCc1ccccc1)C1CCN(c2nc3ccccc3o2)CC1 was read as mIAP activ 1, hIAP act 0.93, NLRP3 yeast inh 29, beta cell repl -2, mIAP inh -2, SENP1 inh 1, APOBEC3A inh 2, hIAP inh 7 and A3G deaminase 6.
For Cc1cc(-c2nc(-c3ccc(C(C)(C)C)cc3)no2)no1 the results were mIAP activ 1.1, hIAP act 1.3, NLRP3 yeast inh 15, beta cell repl -2, mIAP inh -8, SENP1 inh 1, APOBEC3A inh -3, hIAP inh -32 and A3G deaminase -7.
`CCC(Sc1nc(C)cc(=O)[nH]1)C(=O)Nc1ccc(Cl)cn1` (stereo not given) gave mIAP activ 1, hIAP act 1, NLRP3 yeast inh 3, beta cell repl 0, mIAP inh -1, SENP1 inh 4, APOBEC3A inh 1, hIAP inh 0 and A3G deaminase -5.
O=S(=O)(c1ccc(Cl)c(C(F)(F)F)c1)N1CCN(c2ccccn2)CC1 was read as mIAP activ 1, hIAP act 1.2, NLRP3 yeast inh 13, beta cell repl -2, mIAP inh -2, SENP1 inh -1, APOBEC3A inh 2, hIAP inh -21 and A3G deaminase -7.
`O=C(CN1C(=O)C2C3C=CC(C3)C2C1=O)OCC(=O)c1ccc([N+](=O)[O-])cc1` (stereo not given) gave mIAP activ 1.1, hIAP act 1.1, NLRP3 yeast inh 13, beta cell repl 0, mIAP inh -5, SENP1 inh 1, APOBEC3A inh -2, hIAP inh -6 and A3G deaminase -3.
Screening Cc1nc(CCNC(=O)c2cc(COc3ccc(F)cc3Cl)on2)sc1C returned mIAP activ 0.88, hIAP act 1.2, NLRP3 yeast inh 17, beta cell repl -3, mIAP inh 12, SENP1 inh -2, APOBEC3A inh 3, hIAP inh -19 and A3G deaminase -1.
`COc1ccc(CCN2CN(S(=O)(=O)c3ccc(C)cc3)c3nc4ccccc4nc32)cc1OC` gave mIAP activ 1, hIAP act 0.76, NLRP3 yeast inh 15, beta cell repl 0, mIAP inh -1, SENP1 inh -6, APOBEC3A inh 0, hIAP inh 24 and A3G deaminase -4.
C(=N\Nc1nc2ccccc2[nH]1)/c1ccc2ncccc2c1 was read as mIAP activ 0.89, hIAP act 1, NLRP3 yeast inh 19, beta cell repl -4, mIAP inh 11, SENP1 inh -11, APOBEC3A inh 1, hIAP inh -2 and A3G deaminase -6.
Screening O=C(Nc1ccc2c(c1)OCO2)c1ccc(CN2CCOCC2)cc1 returned mIAP activ 0.92, hIAP act 1, NLRP3 yeast inh 5, beta cell repl -1, mIAP inh 8, SENP1 inh 1, APOBEC3A inh 5, hIAP inh 0 and A3G deaminase -2.
For O=C(Nc1ccc2c(c1)OCO2)c1cc(-c2ccncc2)nc2ccccc12 the results were mIAP activ 0.95, hIAP act 0.97, NLRP3 yeast inh 10, beta cell repl -2, mIAP inh 5, SENP1 inh 3, APOBEC3A inh 18, hIAP inh 3 and A3G deaminase -1.
CCOC(=O)C(CC(=O)O)=C(c1ccccc1)c1ccccc1 was read as mIAP activ 1.1, hIAP act 0.99, NLRP3 yeast inh 12, beta cell repl 0, mIAP inh -13, SENP1 inh 2, APOBEC3A inh -3, hIAP inh 1 and A3G deaminase -7.
Screening COc1ccc(OC)c(N(CC(=O)N2CCOCC2)S(C)(=O)=O)c1 returned mIAP activ 0.98, hIAP act 1.1, NLRP3 yeast inh -22, beta cell repl -1, mIAP inh 2, SENP1 inh 4, APOBEC3A inh -6, hIAP inh -10 and A3G deaminase -7.
`CC(C)(C)n1ncc2c(=O)n(CC(=O)NCc3ccccc3)cnc21` gave mIAP activ 1, hIAP act 1.1, NLRP3 yeast inh 16, beta cell repl -3, mIAP inh 0, SENP1 inh 0, APOBEC3A inh 5, hIAP inh -8 and A3G deaminase 3.
`CS(=O)(=O)N1N=C(c2cccs2)CC1c1ccccc1O` (stereo not given) gave mIAP activ 0.9, hIAP act 0.93, NLRP3 yeast inh 5, beta cell repl 2, mIAP inh 10, SENP1 inh -3, APOBEC3A inh -3, hIAP inh 7 and A3G deaminase -5.
For C[C@@]12C(=O)N(c3cccc(F)c3)C(=O)N1[C@H](c1ccc(F)cc1)[C@@H]1C(=O)N(C3CCCCC3)C(=O)[C@@H]12 the results were mIAP activ 1, hIAP act 1.2, NLRP3 yeast inh -2, beta cell repl 1, mIAP inh -2, SENP1 inh 5, APOBEC3A inh -4, hIAP inh -16 and A3G deaminase -11.
O=C(CN1CCOCCOCCN(CC(=O)Nc2ccccc2)CCOCC1)Nc1ccccc1 was read as mIAP activ 1, hIAP act 1.6, NLRP3 yeast inh 23, beta cell repl -2, mIAP inh -4, SENP1 inh 1, APOBEC3A inh -3, hIAP inh -64 and A3G deaminase -3.
For O=C(Nc1cccc2ccccc12)N1CC=CCC1 the results were mIAP activ 1.1, hIAP act 0.96, NLRP3 yeast inh 6, beta cell repl -3, mIAP inh -13, SENP1 inh -2, APOBEC3A inh 1, hIAP inh 4 and A3G deaminase 2.
O=C(c1ccc(S(=O)(=O)NCc2ccco2)cc1)N1CCN(Cc2ccc3c(c2)OCO3)CC1 was read as mIAP activ 0.92, hIAP act 1.1, NLRP3 yeast inh -2, beta cell repl -5, mIAP inh 8, SENP1 inh 1, APOBEC3A inh -3, hIAP inh -10 and A3G deaminase -3.
CCOC(=O)c1c(NC(=O)COC(=O)C2CC2C)sc(C)c1C (stereo not given) was read as mIAP activ 0.92, hIAP act 1, NLRP3 yeast inh 8, beta cell repl 0, mIAP inh 8, SENP1 inh 0, APOBEC3A inh 1, hIAP inh 0 and A3G deaminase -2.
O=C(CSc1nnc2ccccn12)NC(=O)NC1CCCCC1 was read as mIAP activ 0.9, hIAP act 0.99, NLRP3 yeast inh 3, beta cell repl -2, mIAP inh 10, SENP1 inh 2, APOBEC3A inh -2, hIAP inh 1 and A3G deaminase -7.
`O=C(O)/C=C/C(=O)Nc1ccc(NC(=O)c2ccccc2)c(Cl)c1` gave mIAP activ 1, hIAP act 1.1, NLRP3 yeast inh -17, beta cell repl 1, mIAP inh -4, SENP1 inh 2, APOBEC3A inh -1, hIAP inh -6 and A3G deaminase -4.
Clc1ccc(Cn2c(/C=C/c3ccco3)nc3ccccc32)cc1 was read as mIAP activ 0.88, hIAP act 1, NLRP3 yeast inh 6, beta cell repl 0, mIAP inh 12, SENP1 inh -25, APOBEC3A inh 0, hIAP inh -3 and A3G deaminase -2.
`Cc1cc(Cl)ccc1OC(C)C(=O)NCCc1ccc2c(c1)OCCO2` (stereo not given) gave mIAP activ 0.99, hIAP act 0.86, NLRP3 yeast inh 1, beta cell repl 0, mIAP inh 1, SENP1 inh 3, APOBEC3A inh -1, hIAP inh 14 and A3G deaminase -5.
`CCn1cc(CCCC(=O)NCc2ccc(OC)cc2)c2ccccc21` gave mIAP activ 0.99, hIAP act 1, NLRP3 yeast inh 23, beta cell repl -3, mIAP inh 1, SENP1 inh 2, APOBEC3A inh -4, hIAP inh -4 and A3G deaminase -7.
COC(=O)C1=C(C)N(C)C(C)=C(C(=O)OC)C1c1ccsc1 was read as mIAP activ 1.1, hIAP act 0.93, NLRP3 yeast inh 0, beta cell repl -2, mIAP inh -6, SENP1 inh 4, APOBEC3A inh 0, hIAP inh 7 and A3G deaminase -1.
CC(C(Sc1ccccc1N)c1ccccc1)[N+](=O)[O-] (stereo not given) was read as mIAP activ 0.94, hIAP act 0.89, NLRP3 yeast inh 36, beta cell repl -4, mIAP inh 6, SENP1 inh 0, APOBEC3A inh 1, hIAP inh 11 and A3G deaminase 65*.
Screening CCn1c(SCC(=O)Nc2nc(-c3ccc(C)cc3)cs2)nnc1-c1ccccc1 returned mIAP activ 1.1, hIAP act 0.96, NLRP3 yeast inh 13, beta cell repl -3, mIAP inh -12, SENP1 inh 2, APOBEC3A inh 2, hIAP inh 4 and A3G deaminase 3.
Cc1ccccc1C(=O)Nc1ccnn1C1CCN(C(=O)c2cnsn2)CC1 was read as mIAP activ 1.1, hIAP act 0.92, NLRP3 yeast inh 8, beta cell repl -1, mIAP inh -9, SENP1 inh 0, APOBEC3A inh -2, hIAP inh 8 and A3G deaminase -3.
Screening Cc1ccc(NCN2C(=O)C3C4CCC(C4)C3C2=O)cc1 (stereo not given) returned mIAP activ 0.82, hIAP act 1, NLRP3 yeast inh -2, beta cell repl 1, mIAP inh 18, APOBEC3A inh -3, hIAP inh -4 and A3G deaminase -2.
For CC(C)(C)OC(=O)NCCCC[C@H](NC(=O)[C@H](Cc1c[nH]c2ccccc12)NC(=O)OCc1ccccc1)C(=O)O the results were mIAP activ 0.96, hIAP act 0.89, NLRP3 yeast inh -8, beta cell repl -1, mIAP inh 4, SENP1 inh 2, APOBEC3A inh -6, hIAP inh 11 and A3G deaminase -8.
For COc1ccc(OC)c(C2CC(=O)N3CN(c4ccccc4)CSC3=C2C#N)c1 (stereo not given) the results were mIAP activ 0.63, hIAP act 0.98, NLRP3 yeast inh 9, beta cell repl -2, mIAP inh 37, SENP1 inh -60, APOBEC3A inh 2, hIAP inh 2 and A3G deaminase 46*.
Screening Cc1cccnc1NC(=O)c1ccccc1-c1ccccc1C(=O)Nc1ncccc1C returned mIAP activ 1, hIAP act 0.95, NLRP3 yeast inh -1, beta cell repl 2, mIAP inh -2, SENP1 inh 0, APOBEC3A inh -1, hIAP inh 5 and A3G deaminase -9.

Among those listed so far, 5 contain an aryl thioether with sulfur outside any ring:
`Cn1ccnc1Sc1ccccc1[N+](=O)[O-]` gave mIAP activ 1, hIAP act 1.1, NLRP3 yeast inh 10, beta cell repl 3, mIAP inh -1, SENP1 inh -1, APOBEC3A inh 0, hIAP inh -6 and A3G deaminase -3.
`CCC(Sc1nc(C)cc(=O)[nH]1)C(=O)Nc1ccc(Cl)cn1` (stereo not given) gave mIAP activ 1, hIAP act 1, NLRP3 yeast inh 3, beta cell repl 0, mIAP inh -1, SENP1 inh 4, APOBEC3A inh 1, hIAP inh 0 and A3G deaminase -5.
O=C(CSc1nnc2ccccn12)NC(=O)NC1CCCCC1 was read as mIAP activ 0.9, hIAP act 0.99, NLRP3 yeast inh 3, beta cell repl -2, mIAP inh 10, SENP1 inh 2, APOBEC3A inh -2, hIAP inh 1 and A3G deaminase -7.
CC(C(Sc1ccccc1N)c1ccccc1)[N+](=O)[O-] (stereo not given) was read as mIAP activ 0.94, hIAP act 0.89, NLRP3 yeast inh 36, beta cell repl -4, mIAP inh 6, SENP1 inh 0, APOBEC3A inh 1, hIAP inh 11 and A3G deaminase 65*.
Screening CCn1c(SCC(=O)Nc2nc(-c3ccc(C)cc3)cs2)nnc1-c1ccccc1 returned mIAP activ 1.1, hIAP act 0.96, NLRP3 yeast inh 13, beta cell repl -3, mIAP inh -12, SENP1 inh 2, APOBEC3A inh 2, hIAP inh 4 and A3G deaminase 3.
